# Compound activity from PubChem BioAssay.
# NRP1-CendR mod – modulators of CendR peptide binding to NRP-1, primary screen, biochemical, fluorescence polarization, uHTS. Neuropilin-1 (Homo sapiens), O14786. FAM-RPARPAR peptide binding to NRP-1. inhibition, % at 25 µM. hit rate 0.85% among 360,000. AID 602438, 2012;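 active = inhibition or corrected inhibition above about 18%, plus a signal ratio from 0.5 to 1.5, limit read from the data, passing the limit was not always enough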; note: strong numbers were not always called active
# Rpn11 block – Rpn11 (PSMD14) deubiquitinase inhibitors, primary screen, biochemical, fluorescence polarization, uHTS | calls only at 20 µM | human 26S proteasome, Ub4-pepOG fluorescence polarization; 20S core pre-blocked with epoxomicin | hit rate 0.59% among 360,000 | 26S proteasome non-ATPase regulatory subunit 14 (Homo sapiens), O00487;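 active = inhibition at 20 µM, scaled to each plate's controls, above about 33%, limit read from the data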
# Target sequence (O00487 whole entry, looked up): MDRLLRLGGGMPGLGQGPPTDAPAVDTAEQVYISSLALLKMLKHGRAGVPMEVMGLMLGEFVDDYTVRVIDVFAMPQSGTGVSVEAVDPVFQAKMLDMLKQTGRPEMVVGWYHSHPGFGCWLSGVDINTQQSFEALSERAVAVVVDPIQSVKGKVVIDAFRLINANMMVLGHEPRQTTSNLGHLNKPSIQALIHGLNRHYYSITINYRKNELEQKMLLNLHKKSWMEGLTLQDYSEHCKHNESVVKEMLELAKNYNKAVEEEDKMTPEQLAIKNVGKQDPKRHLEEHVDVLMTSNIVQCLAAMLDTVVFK
# LMPTP inh – LMPTP phosphatase inhibitors, primary screen, biochemical, fluorescence intensity, uHTS; recombinant LMPTP-A, OMFP fluorogenic substrate; Low molecular weight phosphotyrosine protein phosphatase (Homo sapiens), P24666; hit rate 0.22% among 360,000; AID 651560, 2012; inhibition, % at 20 µM;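 active = compounds that cut the enzyme signal by at least half of the control window in the single-dose screen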;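 note: plate controls were DMSO wells with enzyme plus substrate for no effect and substrate without enzyme for full effect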
#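 Test system – LMPTP-A enzyme · Amount – LMPTP-A at 0.625 nM final in the reaction · Buffer or medium – Bis-Tris pH 6.0, DTT, detergent · Reagent – OMFP 400 µM · Doses – single 20 µM dose · Schedule – reaction 50 min, room temperature, dark · Detection – fluorescence intensity of OMFP turnover product · Evaluation – percent inhibition versus substrate-only and uninhibited controls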
# NadD inh – inhibitors of S. aureus NadD, primary screen, biochemical, colorimetric, uHTS. purified NadD enzyme, colorimetric absorbance read-out. inhibition, % at 20 µM. hit rate 0.78% among 360,000. AID 602399, 2012; in the data active = inhibition above about 26%; note: some compounds past the cut are filed as inactive
# DNMT1 inh – human DNMT1 methyltransferase inhibitors, primary screen, biochemical, molecular beacon, fluorescence, HinP1I cleavage, uHTS; AID 588458, 2011; DNA (cytosine-5)-methyltransferase 1 (Homo sapiens), P26358; hit rate 0.83% among 360,000; inhibition (reported as % activation of signal), % at 10 µM; in the data active = inhibition above about 50%
# MT1-MMP act inh – blockers of MT1-MMP proenzyme processing, primary screen, HT1080 RFP-PRO-GFP cells, GFP/RFP fluorescence; GFP/RFP ratio fluorescence, overnight; percent of plate control window, DMSO zero; hit rate 0.061% among 360,000; Matrix metalloproteinase-14 (Homo sapiens), P50281; GFP/RFP ratio change, % at 20 µM;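 active = GFP/RFP ratio change of at least 30% with cell ATP level not reduced by more than half and red fluorescence within 50% of control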; note: strong numbers were not always called active
#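 Assay system – RFP-PRO-GFP reporter HT1080 cells · Compound dosing – single dose of 20 µM compound, 1% DMSO final · Incubation – overnight compound exposure at 37 °C · Measure – GFP/RFP fluorescence ratio · Benchmarks – DMSO wells and RFP-L50D-GFP cells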
# STEP inh – STEP phosphatase inhibitors, primary screen, biochemical, fluorescence intensity, uHTS; Tyrosine-protein phosphatase non-receptor type 5 (Homo sapiens), P54829; recombinant STEP, OMFP fluorogenic substrate; inhibition, % at 20 µM; hit rate 0.25% among 360,000;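 active = inhibition at 20 µM, scaled per plate between control wells, above about 37%, limit read from the data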;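 note: 0% = DMSO with enzyme and substrate and 100% = substrate only without enzyme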
# Target sequence (P54829 whole entry, looked up): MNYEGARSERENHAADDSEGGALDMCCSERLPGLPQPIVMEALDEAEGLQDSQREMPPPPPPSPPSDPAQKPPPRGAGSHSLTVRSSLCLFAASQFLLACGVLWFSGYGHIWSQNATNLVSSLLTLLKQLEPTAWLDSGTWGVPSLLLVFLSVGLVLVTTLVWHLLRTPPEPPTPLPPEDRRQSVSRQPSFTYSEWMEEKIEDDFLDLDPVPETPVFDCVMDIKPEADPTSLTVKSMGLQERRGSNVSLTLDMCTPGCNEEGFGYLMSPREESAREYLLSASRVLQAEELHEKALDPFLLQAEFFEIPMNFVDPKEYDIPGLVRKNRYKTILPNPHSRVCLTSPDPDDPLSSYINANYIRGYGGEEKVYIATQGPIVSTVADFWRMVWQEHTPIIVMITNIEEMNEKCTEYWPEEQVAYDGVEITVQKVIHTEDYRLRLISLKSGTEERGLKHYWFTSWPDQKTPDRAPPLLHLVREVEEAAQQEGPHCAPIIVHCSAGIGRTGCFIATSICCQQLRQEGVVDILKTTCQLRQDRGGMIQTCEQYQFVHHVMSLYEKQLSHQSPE
#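 System: STEP phosphatase, cell-free reaction; Buffer or medium: Bis-Tris pH 6.0 buffer with DTT, detergent; Incubation: 20 min at room temperature, dark; Measured by: fluorescence, 480/540 nm.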
# SUMO1 PPI mod – modulators of SUMO1 protein-protein interactions, primary screen, biochemical, uHTS | Small ubiquitin-related modifier 1 (Homo sapiens), P63165 | SUMO1 binding to a labelled peptide, TR-FRET, 1 h | inhibition, % at 20 µM | hit rate 0.33% among 360,000 | AID 602429, 2012; in the data active = inhibition above about 37%
# Target sequence (P63165 whole entry, looked up): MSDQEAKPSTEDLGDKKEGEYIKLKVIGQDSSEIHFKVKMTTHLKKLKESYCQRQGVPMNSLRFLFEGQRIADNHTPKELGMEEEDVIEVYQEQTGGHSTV
# SKN-1 block – suppressors of acrylamide-induced Pgst-4::GFP reporter in worms, primary screen, SKN-1 inhibitor project, whole organism, uHTS, GFP/RFP fluorescence ratio, strain VP596 | C. elegans VP596 Pgst-4::GFP/RFP ratio, 24 h | inhibition, % at 21.8 µM | hit rate 0.49% among 360,000 | AID 624304, 2012;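 active = interference check ratio from 0.5 to 1.5 plus GFP to RFP signal ratio inhibition reaching or exceeding a fixed threshold, cut at about 30% in these data, passing the limit was not always enough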; note: some compounds called inactive have numbers as strong as hits
# Scp1 inh – Scp-1 phosphatase inhibitors, primary screen, biochemical, colorimetric, uHTS | inhibition, % at 20 µM | AID 493091, 2011 | hit rate 0.88% among 340,000 | Carboxy-terminal domain RNA polymerase II polypeptide A small phosphatase 1 (Homo … | Recombinant Scp1, phosphopeptide, malachite green phosphate absorbance;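 active = inhibition above about 50% at 20 µM, limit read from the data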;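 note: plate controls were DMSO wells with enzyme for no effect and wells lacking enzyme for full effect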
#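 assay system = SCP-1 phosphatase catalytic domain, residues 76-261 | buffer or medium = 50 mM Tris acetate pH 5.5, 0.005% Tween-20, 10 mM MgCl2 | incubation = enzyme reaction 45 min at room temperature, colour 5 min, stabilisation 30 min | signal = Phosphate-binding colour reagent, absorbance read at 630 nm | measure = % inhibition at 20 µM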
# Numbers without * were called inactive; i = inactive; · = not tested or not shown.
SMILES,NRP1-CendR mod,Rpn11 block,LMPTP inh,NadD inh,DNMT1 inh,MT1-MMP act inh,STEP inh,SUMO1 PPI mod,SKN-1 block,Scp1 inh
CN(Cc1ccccc1)CC(O)CN(C)Cc1ccccc1,20,i,-6.3,-7,3,4,-1,-1,-6,-7
Cc1csc(CNC(=O)CC2C(=O)NCCN2Cc2ccc(F)cc2Cl)n1 (stereo not given),7,i,-2.0,3,-2,-3,-1,-1,5,-8
Cc1cccc(NC(=O)CN(C)C(=O)Cc2ccc(-c3ccccc3)cc2)c1C,-13,i,0.9,-5,-6,-2,0,-3,-4,·
O=C(NCCCN1CCOCC1)C1CC(=O)N(c2ccccc2)C1 (stereo not given),-1,i,-1.7,1,0,-2,0,0,2,-7
CC(C)(C)NC(=O)CSc1nc2cccnc2n1C1CCCCC1,6,i,0.4,-3,-1,-4,-1,3,6,-2
O=C(Cc1ccc(Br)cc1)Nc1cccc(-c2cn3c(n2)SCC3)c1,4,i,0.9,28,-9,-5,1,0,5,-9
CC(C)Oc1ccc(C(=O)NC(=S)Nc2ccc(CN3CCOCC3)cc2)cc1,7,i,0.0,5,-4,2,0,0,12,-5
CCN1C(=O)CSc2ccc(C(=O)NCCCN3CCOCC3)cc21,6,i,-1.0,-2,0,5,-5,-3,-3,-11
COC(=O)c1c(NC(=O)CSc2ncnc3c2cnn3-c2ccccc2Cl)sc2c1CCCC2,-4,i,1.5,20,-5,1,2,4,-10,-11
Cc1ccc(S(=O)(=O)N2CCOCC2)cc1C(=O)OCCOc1cccc(Cl)c1,-11,i,3.7,-3,-3,3,5,5,16,-11
O=C(NCc1ccc(N2CCCC2=O)cc1)C1CCC(=O)N(Cc2ccccc2F)C1 (stereo not given),12,i,0.0,0,2,2,0,5,-2,-10
O=C(NNC(=O)c1ccccc1Cl)c1csc(N2CCOCC2)n1,2,i,-0.1,5,2,-5,0,-1,5,-1
CCC1CCCCN1C(=O)N[C@@H](CCSC)C(=O)OC (stereo not given in full),2,i,-2.4,-1,-1,2,-5,2,-1,4
CCOC(=O)C1CN(S(=O)(=O)c2ccccc2)c2cc(S(=O)(=O)CC)ccc2O1 (stereo not given),8,i,0.1,-1,0,1,0,-1,5,-7
Cc1cccc(N(CC(=O)NCc2ccccc2)C(=O)Cn2nnc(-c3ccc(C)o3)n2)c1,-9,i,0.0,-12,5,-5,1,4,6,2
COC(=O)c1cn(NC(=O)c2cc(OC)c(OC)c(OC)c2)c(=O)c2ccccc12,0,i,-0.2,-1,1,6,-2,4,-14,-11
CC(NS(=O)(=O)c1ccc(Br)cc1)C(=O)Nc1nc2ccccc2[nH]1 (stereo not given),3,i,-0.3,9,-9,-2,-1,4,-2,-3
COC(=O)c1c(NC(=O)/C=C/C(=O)O)sc(C)c1-c1ccc(C)c(C)c1,6,i,-1.2,0,5,-1,1,12,3,-11
O=C(NC(=S)Nc1ccc(Oc2ccccc2)cc1)c1ccc(Cl)cc1,12,i,1.9,-6,0,0,1,1,0,-6
CCc1nc2ccc(C(=O)NC3CCN(Cc4ccccc4)CC3)cn2c1N(C)Cc1cccs1,0,i,6.2,-1,-8,2,1,-1,12,·

# Shown as tab-separated lines: three of the compounds above
Compound	NRP1-CendR mod	Rpn11 block	LMPTP inh	NadD inh	DNMT1 inh	MT1-MMP act inh	STEP inh	SUMO1 PPI mod	SKN-1 block	Scp1 inh
CCOC(=O)C1CN(S(=O)(=O)c2ccccc2)c2cc(S(=O)(=O)CC)ccc2O1 (stereo not given)	8	i	0.1	-1	0	1	0	-1	5	-7
CN(Cc1ccccc1)CC(O)CN(C)Cc1ccccc1	20	i	-6.3	-7	3	4	-1	-1	-6	-7
Cc1cccc(NC(=O)CN(C)C(=O)Cc2ccc(-c3ccccc3)cc2)c1C	-13	i	0.9	-5	-6	-2	0	-3	-4	·

# Additional records follow:
SMILES,NRP1-CendR mod,Rpn11 block,LMPTP inh,NadD inh,DNMT1 inh,MT1-MMP act inh,STEP inh,SUMO1 PPI mod,SKN-1 block,Scp1 inh
COc1ccccc1CP(=O)(c1ccccc1)c1ccccc1,-3,i,-1.9,-2,4,0,0,0,6,-4
C/C(=N\NC(=O)CCC(=O)NCc1ccccc1)c1ccco1,10,i,-0.6,0,2,-1,-3,-6,4,-5
COc1ccc(N2CCN(C(=O)CNC(=O)Cn3c(C)cc4ccccc4c3=O)CC2)cc1,15,i,0.0,3,1,-4,-1,0,12,1
CCN(CC)C(=S)SCC(=O)c1c(C)[nH]c2ccccc12,2,i,0.5,-8,-9,-7,-2,0,2,-8
Cc1cccc(-c2nc(CS(=O)CC(=O)NCCCSC3CCCCC3)c(C)o2)c1 (stereo not given),-3,i,0.4,0,-2,13,-2,5,21,-8
CS(=O)(=O)NN1C(=O)c2ccccc2NC1c1cccs1 (stereo not given),0,i,1.4,2,2,-1,0,0,1,3
COc1ccc(C(=O)Nc2ccccc2C(=O)N2CCCCCC2)cc1OC,9,i,-0.4,-7,1,0,2,1,-3,-9
COc1ccc(OC)c(CNC(=O)CCn2nc(C)c3c(C)n(-c4ccccc4)nc3c2=O)c1,-8,i,-0.5,-4,1,2,-4,3,10,-2
CCOC(=O)N1CCN(c2c(NCc3ccc(F)cc3)c(=O)c2=O)CC1,10,i,-2.2,-3,17,0,-1,-2,4,-12
Brc1c(CSc2nncc3ccccc23)nc2ccccn12,-8,i,1.2,3,10,1,2,5,2,-4
OCc1cccc(-c2cnc3c(Nc4cccc(OC(F)(F)C(F)F)c4)nccn23)c1,-9,i,-0.3,-6,-2,2,-2,-1,13,·
Cc1ccc(-c2noc(CCCC(=O)Nc3cccnc3)n2)cc1,6,i,-0.9,-4,0,5,-3,3,-18,0
Cc1cc(N2CCN(C)CC2)nc2ccc(NC(=O)CCC(=O)NCc3ccco3)cc12,-3,i,0.3,-3,2,-1,-1,3,-4,-5
CCc1ccccc1NC(=O)CCCSc1nc2ccccc2s1,11,i,-1.0,-6,-2,-5,1,0,0,-3
O=C(OCCN1C(=O)CCC1=O)c1ccc(S(=O)(=O)N2CCCCC2)cc1,0,i,-0.1,3,-1,-2,-2,0,29,-3
O=C(COc1ccc(S(=O)(=O)N2CCOCC2)cc1)N1CCOCC1,-4,i,-1.3,-1,2,0,0,0,0,5
COc1ccc(S(=O)(=O)N2CCOCC2)cc1NC(=O)CSc1cccc[n+]1[O-],5,i,-1.1,-2,4,1,3,5,-1,12
CN1CCN(S(=O)(=O)c2cccc(C(=O)N3CCc4ccccc43)c2)CC1,4,i,0.9,-7,-3,-1,0,11,4,-2
Cc1cc(C(=O)Nc2sc(C)c(C)c2C#N)c(C)o1,1,i,0.9,-6,4,-6,-12,3,-14,-6
COc1ccc(CN2CCN(CC3CC3)CC2CCO)c(C)c1C (stereo not given),12,i,-0.2,2,-1,2,-1,0,6,-8
COc1ccc(NC(=O)c2ccc(NC(=O)c3cccnc3)cc2)cc1,3,i,4.1,-1,-6,3,2,-1,12,·
CCCn1c(SCC(=O)Nc2cc(C(=O)O)ccc2C)nc2sc3c(c2c1=O)CCC3,9,i,0.2,11,6,-3,5,13,2,2
CSCCC(NC(=O)c1ccccc1Br)C(=O)N1CCN(C/C=C/c2ccccc2)CC1 (stereo not given),6,i,-0.8,3,1,-4,-1,4,-3,-2
O=C1C=C(Nc2ccc(Cl)cc2)C(=O)N1c1ccc(Cl)cc1,-5,i,0.8,21,6,2,-1,2,3,-7
Cc1cc(C)c2c(c1)NC(c1cc3c(cc1Br)OCO3)C1CC=CC21 (stereo not given),-23,i,1.2,37*,-5,-18,2,0,8,4
CCc1nc2c(OCc3ccccc3C(=O)OC)cccn2c1N(C)C(=O)CC(C)C,-1,i,-0.3,0,0,3,0,1,15,·
O=C(NC1CC1)c1cccc(-c2cncc3nccn23)c1,-9,i,-1.4,-6,0,-3,4,-8,-21,·
Cc1ccc(CCNC(=O)C2CC(=O)N(C3CCCCC3)C2)cc1 (stereo not given),-4,i,-0.9,4,3,-2,-1,1,9,-5
CCN(CC)S(=O)(=O)c1ccc(C(=O)NNC(=O)C2COc3ccccc3O2)cc1 (stereo not given),2,i,-0.8,-2,1,0,3,7,6,-2
O=C(NCCOc1ccccc1F)Nc1ccc(Br)cc1,7,i,3.3,-6,0,1,1,-1,8,-13
CCCNCC1C(Oc2ccc(Cl)cc2)C(=O)N1c1ccccc1C (stereo not given),-7,i,-1.8,-11,2,1,-4,4,-2,-6
CC1(C)CC(=O)C(N=Nc2cccc([N+](=O)[O-])c2)=C(O)C1,1,i,-2.1,0,-1,2,0,-32,6,0
COc1cccc(C2CC(c3ccccc3)=NN2S(=O)(=O)c2ccc(C)cc2)c1OC (stereo not given),107,·,2.0,0,-5,-23,0,0,75,-3
O=C(NCCCN1CCC(Cc2ccccc2)CC1)c1ccc(CS(=O)c2ccccc2Cl)o1 (stereo not given),0,i,-1.5,-4,-1,3,-3,2,17,·
COc1ccc(/C=N/N2CCN(Cc3ccc(C)cc3)CC2)cc1Br,-5,i,-0.6,-7,-1,4,4,0,-10,-1
O=C(Nc1cccc(S(=O)(=O)Nc2ccc(Cl)cc2)c1)c1cc2c(s1)CCCC2,-22,i,4.2,21,-23,-11,-4,2,0,-16
O=c1cc(O)nc(SCc2ccccc2)n1-c1ccc(F)cc1,11,i,-1.3,2,5,2,3,1,4,-7
COC(=O)c1nn(-c2ccc(OC)cc2)c(=O)cc1O,13,i,-0.9,4,-1,-1,1,-2,2,-7
CCOC(=O)C(C(=O)OCC)N(C#N)c1nc(SC)nc(N(C)C)n1,-18,i,-0.8,-2,6,-4,3,6,12,-5
CNS(=O)(=O)c1cccc2cccnc12,-2,i,-0.9,-4,1,-1,0,-1,-19,-2
COc1ccccc1-c1noc(CCCC(=O)NC2CCCCC2)n1,6,i,-1.9,4,0,-6,-2,-3,10,1
